iPSC survival up: increases survival of single human iPS cells; hiPSC single-cell survival, ATPlite luminescence; 100% = ROCK inhibitor wells, 0% = DMSO; survival enhancement, % at 20 µM; 360,000 tested, 0.044% active; in the data active means survival enhancement above about 18%;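 further: cells exposed to compounds for 16 hours before the ATP read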
NR2E3 ag-1: human photoreceptor-specific nuclear receptor agonism; Q9Y5X4; 360,000 tested, 0.35% active; AID 602229; CHO-S Gal4-NCOR/VP16-NR2E3 two-hybrid, luciferase; inhibition of corepressor binding, % at 3.98 µM;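 active means inhibition above the mean of all tested compounds plus 3 SD, cut at about 70% in these data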;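 further: 0% = DMSO with NR2E3 transfected cells and 100% = cells lacking NR2E3 construct; higher means lower luciferase signal from less NR2E3 corepressor binding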
Target sequence (Q9Y5X4 whole entry, looked up, the tested form may be a part): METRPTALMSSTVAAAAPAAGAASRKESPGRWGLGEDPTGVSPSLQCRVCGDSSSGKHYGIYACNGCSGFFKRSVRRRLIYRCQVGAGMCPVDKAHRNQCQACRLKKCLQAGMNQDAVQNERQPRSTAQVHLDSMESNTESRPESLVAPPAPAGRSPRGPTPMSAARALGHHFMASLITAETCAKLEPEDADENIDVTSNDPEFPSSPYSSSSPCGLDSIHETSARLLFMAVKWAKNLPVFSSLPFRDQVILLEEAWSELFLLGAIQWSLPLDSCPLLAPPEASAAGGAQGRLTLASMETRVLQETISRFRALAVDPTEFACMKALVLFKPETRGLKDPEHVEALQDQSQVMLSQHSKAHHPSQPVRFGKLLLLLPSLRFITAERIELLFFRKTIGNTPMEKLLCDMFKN
KKLEB tox: counter-screen for CF NF-kB inhibitors: cytotoxicity; KKLEB CF airway cells viability, ATPlite luminescence, overnight; active compounds read low; cells stimulated with P. aeruginosa culture filtrate; activity change (cytotoxicity), % at 5 µM; 360,000 tested, 0.36% active; AID 602141;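 active means corrected activity change at or below -50% at 5 µM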
Shn3 inh set2: Schnurri-3 reporter inhibition in Clone20 osteoblasts; 360,000 tested, 0.52% active; Clone20 osteoblast Shn3 3'UTR firefly luciferase, 24 h; inhibition, % at 12.5 µM;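 active means mean inhibition of at least 75% with every replicate also reaching 75%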;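 further: 0% = median of neutral control wells and 100% = pilot-screen positive control compound; some compounds past the cut are filed as inactive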
CF NFkB inh: blocks PAF-induced NF-kB reporter in cystic fibrosis cells; KKLEB NF-kB-GFP reporter, GFP fluorescence overnight; inhibition, % at 5 µM; 360,000 tested, 0.86% active;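 active means at least 50% inhibition at 5 µM, scaled per plate between neutral and stimulator controls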;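 further: PAF is a Pseudomonas aeruginosa culture filtrate used as stimulus; plate controls were PAF-stimulated DMSO wells for no effect and unstimulated DMSO wells for full effect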
HIF-2a block: blocks HIF-2a reporter activity | 786-0 RCC cells HIF-2a reporter, luciferase luminescence, overnight | inhibition, % at 18.8 µM | 360,000 tested, 0.72% active;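 active means inhibition of the luminescence signal of 40% or more relative to plate controls, in a single-dose primary screen at 18.75 µM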
TWEAK Fn14 block: TWEAK-Fn14 signaling inhibition; TWEAK-stimulated Fn14 reporter cells, luciferase luminescence, 8 h; inhibition, % at 10 µM; 360,000 tested, 2% active; AID 1159606; in the data active means inhibition above about 50%
NR2E3 ag-2: NR2E3 (human) agonism | Q9Y5X4 | 320,000 tested, 0.12% active | AID 2300 | GST-NR2E3/biotin-RetCOR TR-FRET, 1536-well | inhibition of corepressor binding, % at 4.78 µM;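 active means percent inhibition above the cutoff of mean plus 3 SD of all tested compounds, set per screening campaign, cut at about 20% in these data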;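 further: 0% = DMSO wells and 100% = biotin wells as full block of FRET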
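System: GST-tagged NR2E3 plus biotinylated RetCOR corepressor; Buffer or medium: pH 7.5 Tris-based buffer; Probe or stimulus: RetCOR corepressor, biotinylated, 7 nM; Doses: compound at 4.8 µM, single dose; Schedule: 5 h incubation at 4 °C; Technique: time-resolved FRET; Evaluation: percent inhibition of TR-FRET ratio; Replication: one well per compound, singlicate testing.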
Peg3 promoter: Peg3 promoter activity inhibition. 360,000 tested, 1.7% active. inhibition, % at 20 µM. HeLa PEG-Prom luciferase reporter, luminescence, overnight. AID 588405;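 active means inhibition of at least 50% at 20 µM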
aDG glyco act: alpha-DG glycosylation activation; 360,000 tested, 0.22% active; activation, % at 10 µM; AID 624168; Pro5-aDG cells, alpha-DG glycosylation AlphaScreen (IIH6); 0% Pro5, 100% B10-LARGE cell signal;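 active means activation of at least 8% versus controls, or a plate z-score of at least 8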;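 further: Pro5 are CHO cells carrying HIG-tagged alpha-DG that lacks glycosylation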
MITF TRPM1 inh: MITF TRPM1 promoter inhibition in SK-MEL-5 cells. SK-MEL-5 TRPM1 promoter luciferase, 24 h. inhibition, % at 12.5 µM. 330,000 tested, 0.83% active. AID 488899;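 active means mean inhibition across replicates of 60% or more, whatever share of single replicates reaches that level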; further: values of inactives mirror those of a sister screen read the other way
Starred values were filed as active, the others as inactive; . = no result given.

nr	canonical_smiles	iPSC survival up	NR2E3 ag-1	KKLEB tox	Shn3 inh set2	CF NFkB inh	HIF-2a block
1	CNC(C(=O)c1ccccc1)C(OC(C)=O)c1cccc([N+](=O)[O-])c1 (configuration not stated)	0.8	-2	-24	7	11	-49
2	CC(C)(C)C(=O)C(Oc1ccc(Cl)cc1)n1cncn1 (configuration not stated)	3.5	8	-10	18	-7	15
3	Nc1c(C(=O)NC2CCCC2)c2nc3ccccc3nc2n1CC1CCCO1 (configuration not stated)	16	-5	-9	-9	22	11
4	COc1cccc(CNC2CN3CCC2CC3)c1OC (configuration not stated)	3.6	3	11	-2	-6	12
5	CCOP(=S)(OCC)Oc1ccc2c(C)c(Cl)c(=O)oc2c1	3.4	9	-10	-12	37	-22
6	Cc1ccc(OCC(=O)N2CCCC(N3CCN(c4ccc(F)cc4)CC3)C2)cc1 (configuration not stated)	-0.4	13	-9	10	-6	-2
7	CCCC(=O)C1C(=O)NC(=O)NC1=O	5.0	-1	5	5	-1	20
8	OC(CCNCCc1c[nH]c2ccccc12)C(F)(F)F (configuration not stated)	-0.5	-25	-6	-14	6	9
9	CCC(=NC1CCN(Cc2ccccc2)CC1)c1c(O)[nH]c(=O)[nH]c1=O	-1.6	11	-8	-16	-5	29
10	COc1ccccc1C1C([N+](=O)[O-])=C(N)Oc2c1c(=O)oc1ccccc21 (configuration not stated)	-0.4	19	5	-5	10	22

nr	TWEAK Fn14 block	NR2E3 ag-2	Peg3 promoter	aDG glyco act	MITF TRPM1 inh
1	-9	-1	7	-0.1	8
2	5	.	-6	0.0	-2
3	24	2	28	0.5	-2
4	68*	0	0	-0.1	0
5	-18	.	-9	0.5	.
6	8	-2	6	-0.2	5
7	18	1	-4	0.2	-8
8	-16	-5	4	0.1	13
9	-4	1	10	-0.1	0
10	12	2	2	0.0	1

Further structures follow.
nr	canonical_smiles	iPSC survival up	NR2E3 ag-1	KKLEB tox	Shn3 inh set2	CF NFkB inh	HIF-2a block
11	O=C(Nc1ccc(OC(=O)N2CCCCC2)cc1)N1CCOCC1	-0.4	36	7	60	15	72*
12	Cc1ccc(-c2nc3ccccc3c(=O)n2-c2ncccc2C)cc1	0.9	-15	14	-20	-30	15
13	COc1ccc(/C=C/C=C2C(=O)NC(=S)NC2=O)cc1	1.4	-3	12	-26	-5	-9
14	Cn1c(N)c(C(=O)COC(=O)Cc2ccccc2)c(=O)n(C)c1=O	-1.8	-13	-3	2	-8	7
15	CCCCN1C(=O)NC(=O)C2(Cc3ccccc3N3CCOCC32)C1=O (configuration not stated)	0.1	1	-14	-24	15	19
16	COc1ccc(NC(=O)CN(C)C(=O)CSC(c2ccccc2)c2ccccc2)cc1	-1.2	3	10	23	-14	13
17	Cc1cc(C(=O)CS(=O)(=O)c2ccccc2)cc(C)c1OC(=O)N(C)C	-1.9	-95	-11	-37	15	-179
18	Brc1ccc(Oc2cc(Br)c(Br)cc2Br)c(Br)c1	-1.5	2	-2	2	17	-10
19	O=C(/C=C/c1c[nH]c2ccccc12)c1c(O)n(CCc2ccccc2)c(=O)[nH]c1=O	-0.7	-30	2	-13	-190	14
20	CCC(CO)(C(=O)OC1CC2CCC(C1)N2C)c1ccccc1 (configuration not stated)	0.3	12	-6	-24	12	6

nr	TWEAK Fn14 block	NR2E3 ag-2	Peg3 promoter	aDG glyco act	MITF TRPM1 inh
11	94*	1	16	-0.1	66*
12	20	2	9	0.0	10
13	2	.	-33	-0.1	28
14	8	.	1	0.3	6
15	-19	4	19	0.2	-9
16	7	2	5	-0.2	9
17	30	-4	-185	-0.8	-44
18	6	-2	-11	0.1	-14
19	7	4	-33	-0.2	11
20	-7	5	-3	0.1	0

A draw from above in order of heavy-atom count, descending:
nr	canonical_smiles	iPSC survival up	NR2E3 ag-1	KKLEB tox	Shn3 inh set2	CF NFkB inh	HIF-2a block
16	COc1ccc(NC(=O)CN(C)C(=O)CSC(c2ccccc2)c2ccccc2)cc1	-1.2	3	10	23	-14	13
19	O=C(/C=C/c1c[nH]c2ccccc12)c1c(O)n(CCc2ccccc2)c(=O)[nH]c1=O	-0.7	-30	2	-13	-190	14
14	Cn1c(N)c(C(=O)COC(=O)Cc2ccccc2)c(=O)n(C)c1=O	-1.8	-13	-3	2	-8	7

nr	TWEAK Fn14 block	NR2E3 ag-2	Peg3 promoter	aDG glyco act	MITF TRPM1 inh
16	7	2	5	-0.2	9
19	7	4	-33	-0.2	11
14	8	.	1	0.3	6

Going on with the list:
nr	canonical_smiles	iPSC survival up	NR2E3 ag-1	KKLEB tox	Shn3 inh set2	CF NFkB inh	HIF-2a block
21	O=C(COc1ccc(S(=O)(=O)N2CCOCC2)cc1)N1CCN(Cc2ccc3c(c2)OCO3)CC1	0.4	-11	-6	40	4	2
22	NCCNc1ccc([N+](=O)[O-])c2cccnc12	-1.4	15	0	8	-29	9
23	CCCCOCCCN1C(C)=CC(=C2C(=O)NC(=S)NC2=O)C=C1C	-0.8	-25	-8	-24	10	12
24	COC(=O)C1=C(c2ccc(Cl)c(C(F)(F)F)c2)C[C@@H]2CC[C@H]1N2C(=O)NCc1ccco1	1.7	11	18	15	6	11
25	CC1=C(C(=O)Nc2ccccc2)SCCO1	2.4	-9	-59*	-51	-1	-47
26	CN1CC[C@@]23CCCC[C@@H]2[C@@H]1Cc1ccc(O)cc13	0.0	-8	2	-2	-6	7
27	COc1ccc(C2C(C#N)=C(N)Oc3c2c(=O)oc2ccccc32)cc1Cn1cc([N+](=O)[O-])cn1 (configuration not stated)	1.1	-22	-3	-1	12	9
28	CCc1ccc(NC2=NCCCS2)cc1	-0.5	-9	6	-16	5	-59
29	O=C1NCN(c2ccccc2)C12CCN(C(c1cc3ccccc3o1)c1nnnn1C1CCCCC1)CC2 (configuration not stated)	1.7	-44	-24	-2	47	-23
30	O=c1[nH]c(=O)n(Cc2ccccc2)c(O)c1C=Nc1ccc(CN2CCOCC2)cc1	-4.7	-9	-17	21	14	20

nr	TWEAK Fn14 block	NR2E3 ag-2	Peg3 promoter	aDG glyco act	MITF TRPM1 inh
21	6	3	19	0.3	11
22	-22	-6	4	0.0	-20
23	-11	0	7	0.0	-18
24	7	4	3	0.2	-6
25	-9	5	-57	0.0	-15
26	0	-1	5	-0.2	-1
27	-3	-4	10	-0.4	-5
28	-9	0	-64	0.1	-14
29	35	.	19	8.4*	.
30	3	1	21	0.0	18

(list continues)
nr	canonical_smiles	iPSC survival up	NR2E3 ag-1	KKLEB tox	Shn3 inh set2	CF NFkB inh	HIF-2a block
31	Cn1c(O)c(C=NC2CCCCCC2)c(=O)[nH]c1=S	1.2	-4	-10	3	2	-28
32	COC(=O)c1ccc(N2C(=O)CC(N3CCC(n4c(=O)[nH]c5ccccc54)CC3)C2=O)cc1 (configuration not stated)	-1.8	2	-5	6	-14	-1
33	Cc1nc2ccccc2c(=O)n1-c1cccc(O)c1	5.5	1	-2	-16	-6	7
34	Nc1ncnc2c1ncn2[C@@H]1O[C@H](COP(=O)(O)CP(=O)(O)O)[C@@H](O)[C@H]1O	-3.2	-14	-3	-18	-4	-27
35	CN(C)c1ccccc1	2.3	-6	6	-8	-11	17
36	CC1CCCCN1CC(=O)c1ccc2cc[nH]c2c1 (configuration not stated)	1.8	-26	-5	-4	15	7
37	CCOc1ccc(-n2c(O)c(/C=C3\C=Nc4ccccc43)c(=O)[nH]c2=O)cc1	-0.5	-31	6	-21	-15	18
38	CC12CC1(C)C(=O)N(c1cc(Cl)cc(Cl)c1)C2=O (configuration not stated)	0.3	11	-19	-17	17	3
39	CCOC(=O)CNC(=S)N1CC2C[C@@H](C1)Cn1c2cccc1=O	0.4	-8	-4	7	-4	12
40	COP(=S)(OC)Oc1ccc(Sc2ccc(OP(=S)(OC)OC)cc2)cc1	-1.5	-1	7	-7	-2	-17

nr	TWEAK Fn14 block	NR2E3 ag-2	Peg3 promoter	aDG glyco act	MITF TRPM1 inh
31	9	-1	2	-0.1	-7
32	-8	0	2	0.5	6
33	3	0	-2	0.0	11
34	2	.	-11	0.0	2
35	0	.	-3	-0.3	.
36	6	-1	-12	-0.2	18
37	-16	3	28	0.1	12
38	3	.	1	0.0	6
39	3	1	-7	0.0	1
40	-5	.	-1	0.0	7

Full records as entered above. Screens in order: iPSC survival up, NR2E3 ag-1, KKLEB tox, Shn3 inh set2, CF NFkB inh, HIF-2a block, TWEAK Fn14 block, NR2E3 ag-2, Peg3 promoter, aDG glyco act, MITF TRPM1 inh
`Nc1ncnc2c1ncn2[C@@H]1O[C@H](COP(=O)(O)CP(=O)(O)O)[C@@H](O)[C@H]1O` as listed: -3.2, -14, -3, -18, -4, -27, 2, ., -11, 0.0, 2
`COC(=O)c1ccc(N2C(=O)CC(N3CCC(n4c(=O)[nH]c5ccccc54)CC3)C2=O)cc1` (configuration not stated) as listed: -1.8, 2, -5, 6, -14, -1, -8, 0, 2, 0.5, 6

Next records:
nr	canonical_smiles	iPSC survival up	NR2E3 ag-1	KKLEB tox	Shn3 inh set2	CF NFkB inh	HIF-2a block
41	Cc1ccc(C2N3CCCN23)cc1 (configuration not stated)	-0.3	25	-4	-7	8	15
42	COC(=O)C(O)(c1ccc(NC(=O)c2ccco2)c(OC)c1)C(F)(F)F (configuration not stated)	1.8	-19	-7	-6	21	-7
43	C[N+]1(C)C2CCC1CC(OC(=O)c1c[nH]c3ccccc13)C2 (configuration not stated)	4.5	5	13	-108	-14	6
44	COc1cc(N2CCOCC2)ccc1C=C1C(=O)NC(=O)NC1=O	-1.2	-27	3	-5	13	23
45	NC1CCCCC1N=Cc1c(O)n(Cc2ccc(F)cc2)c(=O)[nH]c1=O (configuration not stated)	1.4	-29	-7	0	-6	17
46	COC(=O)C1=C(c2ccc(-c3ccccc3)c(F)c2)C[C@@H]2CC[C@H]1N2C(=O)N1CCOCC1	-2.0	22	-11	64	12	12
47	CC1CCN(C(=O)C(C)Cl)CC1 (configuration not stated)	-0.7	10	4	-6	-16	18
48	CCOP(=O)(Cc1ccc(C#N)o1)OCC	-0.3	-27	-4	-11	18	20
49	C=CCn1c(O)c(/C=N/N2CCOCC2)c(=O)[nH]c1=S	2.8	-1	-1	20	10	14
50	COC(=O)C(O)(c1ccc(N(C)C(=O)c2cccs2)cc1)C(F)(F)F (configuration not stated)	0.0	-13	-15	27	-6	4
51	O=C1N(c2ccccc2)C(c2cccnc2)N2CCCN12 (configuration not stated)	0.2	-11	0	-7	4	12
52	CCCCN(Cc1ccccc1)C1CCN(CCc2ccccc2)CC1	-2.4	7	6	0	6	13

nr	TWEAK Fn14 block	NR2E3 ag-2	Peg3 promoter	aDG glyco act	MITF TRPM1 inh
41	-4	-2	3	0.1	-54
42	14	-2	-21	0.0	-3
43	-15	1	4	0.0	-1
44	19	-1	2	-0.1	-10
45	22	0	15	0.0	8
46	14	3	1	0.9	23
47	28	1	1	-0.2	7
48	1	6	15	-0.2	-16
49	7	3	0	0.0	4
50	-11	3	5	0.8	9
51	12	-1	5	-0.1	2
52	-10	-2	2	-0.1	-3

Screens deposited in PubChem by several laboratories.

A portion of the library, so the mix of outcomes need not match the whole.
